Compound activity: PubChem BioAssay, several laboratories
DNA FID counter – compounds displacing fluorescent DNA intercalator, primary screen, artefact control for HCV NS3 helicase inhibitor project, biochemical, FID fluorescence | hit rate 0.17% among 290,000 | DNA fluorescent intercalator displacement | inhibition, % at 7.9 µM; in the data active means inhibition above about 37%;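 further: 0% = vehicle and 100% = reference compound; higher means more ethidium bromide displaced from hairpin DNA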
MEKK2 WT-MEK5 – modulators of MEK5 binding to wildtype MEKK2, primary screen, biochemical, multiplex bead flow cytometry, Alexa488-MEK5; Mitogen-activated protein kinase kinase kinase 2 (Homo sapiens), Q9Y2U5; binding response (% of control), % at 10 µM; Alexa488-MEK5 binding to MEKK2 WT; actives lie on both sides; hit rate 1.1% among 290,000; in the data active means binding response below about 67% or above about 130%
MEKK2 mut-MEK5 – MEK5 binding signal on mutant MEKK2 PB1, primary screen, biochemical, multiplex bead flow cytometry, Alexa488-MEK5; Alexa488-MEK5 binding to MEKK2 mutant; percent response, % at 10 µM; hit rate 0.35% among 290,000; AID 1530, 2009; in the data active means percent response above about 24%, passing the limit was not always enough; further: inactives centre near 1; some results filed as inactive read as strong as hits
VIM-2 inh – VIM-2 metallo-beta-lactamase inhibitors, primary screen, biochemical, epi-absorbance readout, Pseudomonas aeruginosa enzyme. AID 1527, 2009. hit rate 0.89% among 290,000. purified VIM-2, nitrocefin hydrolysis, epi-absorbance fluorescence. inhibition, % at 5.6 µM;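 active means inhibition above the mean of all tested compounds plus 3 SD, cutoff set per screening run, cut at about 7.5% in these data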;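 further: red hydrolysis product quenches plate fluorescence so inhibitors raise well fluorescence; 0% = enzyme with DMSO and 100% = DMSO without enzyme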
M18AAP inhibitor – PfM18AAP inhibitors, malaria aminopeptidase, primary screen, biochemical, QFRET, recombinant enzyme; M18 aspartyl aminopeptidase (Plasmodium falciparum 3D7); H-Glu-NHMec fluorogenic cleavage; inhibition, % at 7.35 µM; hit rate 1.2% among 290,000;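 active means inhibition above the campaign mean inhibition over all tested compounds plus 3 SD, cut at about 28% in these data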;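 further: 0% = plate median of test compound wells and 100% = 2 mM ZnCl2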
UBC9 SUMO inh – inhibitors of in vitro SUMOylation cascade, primary screen, biochemical, HTRF, uHTS. hit rate 0.36% among 290,000. inhibition, % at 35 µM. HTRF SUMOylation assay, SAE1/SAE2 + UBC9. SUMO-conjugating enzyme UBC9 (Homo sapiens), P63279; in the data active means inhibition above about 50%, passing the limit was not always enough; further: strong numbers were not always called active
Target sequence (P63279 whole entry, looked up): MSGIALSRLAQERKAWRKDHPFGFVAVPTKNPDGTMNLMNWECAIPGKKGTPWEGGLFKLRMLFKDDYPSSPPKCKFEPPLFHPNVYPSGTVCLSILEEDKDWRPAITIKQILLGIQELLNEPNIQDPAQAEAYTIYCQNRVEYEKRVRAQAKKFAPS
NS3 helicase inh – inhibitors of HCV NS3 helicase, primary screen, biochemical, Cy5 molecular beacon fluorescence | Hepatitis C virus NS3 helicase | NS3 helicase DNA unwinding | inhibition, % at 10.9 µM | hit rate 0.56% among 290,000 | AID 1800, 2009;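 active means inhibition above the mean of all tested compounds plus 3 SD, set per campaign, cut at about 35% in these data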;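 further: 0% = DMSO wells and 100% = thioflavine S control wells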
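Test system: hepatitis C virus NS3 helicase domain fragment enzyme. Also added: annealed dual-labelled DNA beacon duplex, ATP-started. Timing: 60 min unwinding reaction at 25 °C after ATP addition. Technique: Cy5 fluorescence. Measure: % inhibition of unwinding.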
IMP-1 inh – IMP-1 metallo-beta-lactamase inhibitors, primary screen, biochemical, epi-absorbance readout, Pseudomonas aeruginosa enzyme; metallo-beta-lactamase IMP-1 (Pseudomonas aeruginosa); purified IMP-1, nitrocefin hydrolysis, epi-absorbance fluorescence; inhibition, % at 5.6 µM; hit rate 0.45% among 290,000; AID 1556, 2009;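 active means inhibition above the mean plus 3 SD of all compounds in the same screening run, cut at about 4.5% in these data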;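 further: 0% = IMP-1 with DMSO and 100% = DMSO wells lacking enzyme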
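System: Purified recombinant IMP-1 metallo-beta-lactamase enzyme | Measured by: Fluorescence quenching readout, ex 480/em 530 nm | Replication: Singlicate | Incubation: 15 min preincubation plus 25 min reaction at 25 °C | Evaluation: Percent inhibition from optical density relative to buffer-blank wells | Benchmarks: DMSO with and without IMP-1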
NALP1 inh – NALP1 inflammasome inhibitors in reconstituted yeast, colorimetric, S. cerevisiae, triplicate retest; S. cerevisiae NALP1/ASC/caspase-1 growth, X-gal OD620, 72 h; inhibition, % at 10 µM; hit rate 0.61% among 280,000; in the data active means inhibition mostly above about 24%, no sharp cut-off; inactive means mostly below about 32%; further: some compounds called inactive have numbers as strong as hits
* = called active by the depositor; nt = not tested or not shown; & = joins results of further samples.

SMILES | DNA FID counter | MEKK2 WT-MEK5 | MEKK2 mut-MEK5 | VIM-2 inh | M18AAP inhibitor | UBC9 SUMO inh | NS3 helicase inh | IMP-1 inh | NALP1 inh
COC(=O)C1(C)NC(c2ccc(O)cc2)C2C(=O)N(c3ccc(F)cc3)C(=O)C21 (stereo not drawn) | -5 | 97 | -2 | 1.3 | 7 | 0 | 0 | -0.1 | 24
O=C(C1CCN(CC2CC=CCC2)CC1)N(CCc1ccccc1)Cc1ccccc1 (stereo not drawn) | 14 | 91 | -3 | 3.0 | -12 | -5 | -16 | -2.2 | 33
O=C(NCCCn1ccnc1)c1cn(-c2ccccc2)nc1-c1ccc(F)cc1 | 21 | 104 | 2 | -2.0 | 6 | 8 | -58 | -1.3 | 1
CC1=C2C(=O)OC(c3ccoc3)C2(C)CCC1 (stereo not drawn) | -2 | 96 | 0 | -1.9 | 5 | 18 | 10 | -1.8 | 17
COc1ccc(Br)cc1/C=N/n1c(-c2ccccc2)n[nH]c1=S | -3 | 103 | 7 | -3.2 | 8 | 16 | -23 | -4.0 | 9
CN1C(=O)[C@H]2[C@@H](/C=C/c3ccccc3)N3C(=O)CN(Cc4ccccc4)C(=O)[C@@]3(C)[C@H]2C1=O | -33 | 102 | -4 | -0.4 | -1 | 11 | -11 | -1.6 | 14
O=c1nc(/C=C/c2ccccc2C(F)(F)F)cc(C(F)(F)F)[nH]1 | -12 | 103 | 3 | -1.1 | -8 | 14 | 27 | -6.0 | 7
COc1ccc(S(=O)(=O)N2CCCCCC2)cc1C(=O)OCC(=O)NCC(C)C | -28 | 101 | 3 | -3.7 | -15 | 20 | 6 | -6.3 | 5
Cc1c(NC(=S)N2CCN(c3cccc(Cl)c3)CC2)c(=O)n(-c2ccccc2)n1C | -15 | 95 | -1 | -2.7 | 8 | -7 | 12 | -2.9 | 21
COc1ccc(S(=O)(=O)Nc2cccc(-c3ccc4nncn4n3)c2)cc1F | -7 | 104 | 15 | -1.8 | 6 | 16 | 1 | -2.7 | -9
CC1(C)CC(=O)C=C(NCCc2ccccc2)C1 | -4 | 110 | 12 | -1.2 | 7 | 15 | 12 | -1.1 | 16
Cc1cc(C)c(CN2CCC(CO)(CCOc3ccccc3)CC2)cc1C | 12 | 129 | 17 | -1.8 | -3 | 0 | -21 | -0.5 | 22
COc1cccc(/C=C(\C)C(=O)c2c(C)cc(C)[nH]c2=O)c1OC | -24 | 102 | 9 | -6.0 | 7 | 7 | 2 | -2.1 | 0
O=C(CSc1nc2c(sc3ccccc32)c(=O)n1CCCN1CCCC1)NCC1CCCO1 (stereo not drawn) | 11 | 103 | 5 | 2.0 | 8 | -8 | -5 | -4.3 | 10
O=C(COC(=O)c1sc2cc(Cl)ccc2c1Cl)Nc1ncc(Cl)cc1Cl | -3 | 101 | 6 | -1.7 | 1 | 14 | 6 | -2.7 | -12

In the list so far, these contain a Cl atom:
SMILES | DNA FID counter | MEKK2 WT-MEK5 | MEKK2 mut-MEK5 | VIM-2 inh | M18AAP inhibitor | UBC9 SUMO inh | NS3 helicase inh | IMP-1 inh | NALP1 inh
Cc1c(NC(=S)N2CCN(c3cccc(Cl)c3)CC2)c(=O)n(-c2ccccc2)n1C | -15 | 95 | -1 | -2.7 | 8 | -7 | 12 | -2.9 | 21
O=C(COC(=O)c1sc2cc(Cl)ccc2c1Cl)Nc1ncc(Cl)cc1Cl | -3 | 101 | 6 | -1.7 | 1 | 14 | 6 | -2.7 | -12

The main list resumes; the 2 compounds before the break are reprinted first.
SMILES | DNA FID counter | MEKK2 WT-MEK5 | MEKK2 mut-MEK5 | VIM-2 inh | M18AAP inhibitor | UBC9 SUMO inh | NS3 helicase inh | IMP-1 inh | NALP1 inh
O=C(CSc1nc2c(sc3ccccc32)c(=O)n1CCCN1CCCC1)NCC1CCCO1 (stereo not drawn) | 11 | 103 | 5 | 2.0 | 8 | -8 | -5 | -4.3 | 10
O=C(COC(=O)c1sc2cc(Cl)ccc2c1Cl)Nc1ncc(Cl)cc1Cl | -3 | 101 | 6 | -1.7 | 1 | 14 | 6 | -2.7 | -12
Cc1cc(C)n2c(SCC(=O)N3CCN(S(=O)(=O)c4ccc(Cl)cc4)CC3)nnc2n1 | -12 | 107 | 4 | -5.6 | 9 | 7 | 4 | -7.0 | 2
CN(CC(=O)Nc1ccc(S(=O)(=O)N2CCCC2)cc1)Cc1ccc(Cl)cc1Cl | -16 | 102 | -2 | 1.0 | 4 | 2 | -7 | -0.9 | 36
O=C(c1ccc2nc(-c3ccco3)c(-c3ccco3)nc2c1)N1CCN(c2ccccc2)CC1 | -19 | 95 | -1 | -0.2 | 15 | 73* | 41* | -2.2 | 10
CCOC(=O)c1[nH]cnc1C(=O)Nc1ccc([N+](=O)[O-])cc1 | -3 | 102 | -1 | -2.3 | 6 | -4 | 4 | 0.3 | 9
Cc1ccccc1OCc1nc(-c2ccccc2)no1 | -4 | 106 | 0 | -0.4 | 2 | -13 | 17 | -2.8 | 37
CCn1c(O)c(N=NC(=O)CNC(=O)c2ccccc2F)c2ccccc21 | -27 | 100 | 1 | -0.2 | -4 | 17 | 5 | -1.3 | 30
O=C(CNC(=O)c1ccccc1Br)N/N=C/c1cccnc1 | -2 | 105 | 2 | -1.2 | -3 | 3 | -2 | -1.3 | 8
COc1ccc(Cl)cc1NC(=S)NCCc1ccc(F)cc1 | -5 | 97 | 1 | -4.1 | -2 | -10 | -6 | -6.2 | -3
Cc1cc(C(=O)N/N=C/c2c(C)[nH]c3ccccc23)n[nH]1 | -6 | 114 | 13 | -1.6 | -15 | 18 | -5 | -3.3 | nt
CCOc1ccc(N=Nc2c(N)[nH][nH]c2=O)cc1 | -1 | 104 | -1 | -4.2 | 2 | 24 | 6 | -6.4 | 11
CCOC(=O)CSc1n[nH]c(NC(=O)NC(C)C)n1 | -2 | 105 | 7 | -1.8 | -1 | 10 | 2 | -2.4 | 1
COc1cccc(NC(=O)CCCCCN2C(=O)[C@@H]3Cc4ccccc4CN3C2=O)c1 | -44 | 102 | 1 | -2.7 | 3 | 0 | 0 | -2.1 | 14
CCOc1ccc(S(=O)(=O)N(C)c2ccc(OCC(=O)Nc3nc(-c4cc(OC)ccc4OC)cs3)cc2)cc1 | -3 | 114 | 10 | -0.9 | -1 | -32 | 8 | -2.5 | 25
O=C(CN1CCOCC1)N/N=C/c1ccccc1 | -5 | 86 | -3 | 1.0 | 7 | 16 | 6 | -1.1 | -27
COCC(=O)Nc1nnc(SCC(=O)NCc2cccs2)s1 | -2 | 101 | 2 | 22* | -7 | 7 | -5 | -3.1 | 24
C=CCc1ccccc1OCC(O)CN1CCN(Cc2ccc3c(c2)OCO3)CC1 (stereo not drawn) | 15&14 | 124&115 | 14&8 | -2.1&-1.4 | -5&5 | -12&-4 | -15&-32 | -4.7&-2.1 | 14&18
CCNC(=S)N1CCN(C(c2ccccc2)c2ccccc2)CC1 | -19 | 93 | -5 | -3.9 | -4 | -5 | -10 | -2.5 | 16
CCCCc1ccc(NC(=S)NCc2ccccc2OC)cc1 | -9 | 86 | -12 | 1.6 | -5 | -6 | -6 | -1.2 | 9
COc1cc(C(=O)N(C)CC2CCN(CCc3cccc(C(F)(F)F)c3)CC2)ccc1C | 12 | 117 | 6 | -2.3 | 1 | -6 | -23 | 0.9 | 12
Cc1cccc(NS(=O)(=O)c2ccc(C)c(C(N)=O)c2)c1 | -8 | 101 | 5 | -2.4 | 3 | 5 | -3 | -3.1 | -13
Cc1[nH]n(-c2ccc([N+](=O)[O-])cc2)c(=O)c1C=NCCN1CCN(C(=O)C(C)C)CC1 | -3 | 107 | -1 | -0.9 | -13 | 0 | -1 | -2.8 | -13
O=C(NCc1ccccc1Cl)C(=O)NCC(c1ccco1)N1CCOCC1 (stereo not drawn) | -15 | 100 | -5 | 0.0 | -12 | 2 | 4 | -2.5 | 0
O=C(NCC1CCCN(Cc2ccc3c(c2)OCCO3)C1)c1ccc2c(c1)OCO2 (stereo not drawn) | 0 | 110 | 5 | -1.7 | 0 | -5 | -1 | -1.6 | 26
CCN(CC)C(=O)CSc1nnc(COc2ccc(OC)cc2)n1N | -3 | 88 | -9 | -2.9 | 4 | 14 | -1 | -2.5 | 11
O=S(=O)(Cc1ccccc1)N1CCn2c(nc3ccccc32)C1 | -1 | 103 | 4 | -1.9 | -3 | -7 | -6 | -4.2 | 41*
Cc1cccc(NC(=O)Cc2ccc(Br)cc2)n1 | -3 | 103 | 4 | -2.3 | 1 | 12 | -2 | -0.6 | 4
CCOC(=O)c1nnn(CC(=O)Nc2cc(Cl)ccc2C)c1C(=O)OCC | -12 | 98 | -3 | -3.4 | -3 | -2 | 0 | -2.9 | 7
CSc1nc(N2CCN(c3ccccc3Cl)CC2)c2ccccc2n1 | -4 | 99 | -1 | -0.8 | -7 | 16 | -2 | -3.1 | 6
O=S(=O)(c1ccc(-c2ccccc2)cc1)N1CCCC1 | -10 | 100 | -6 | -3.5 | -3 | -8 | -2 | -2.3 | -10
COc1cccc(-c2c3c([nH]c(=O)c2C#N)CCc2cc(OC)ccc2-3)c1 | -4 | 96 | 4 | -3.2 | -13 | 7 | 12 | -1.8 | nt
CCOC(=O)C(=Cc1cc(=O)c(OC)co1)C(=O)OCC | 3 | 98 | -1 | -4.5 | 5 | -2 | 0 | -2.7 | 85*
NC(=O)C1CCCN(C(=O)c2ccc3oc(Cc4ccc(Cl)cc4)nc3c2)C1 (stereo not drawn) | -29 | 105 | 3 | -0.4 | -4 | 4 | 1 | -0.4 | 20
O=C(Nc1ncc2c(n1)-c1ccccc1CC2)c1ccc(F)cc1 | -17 | 106 | 2 | -5.0 | 1 | 20 | -1 | -2.2 | -7
CCC1(C)Cc2c(sc3c2c2ncnn2c2nnc(SCC(=O)NCc4ccco4)n32)CO1 (stereo not drawn) | -12 | 107 | 20 | -1.6 | 8 | 2 | 3 | -3.0 | -1
COc1cccc(Nc2nc(N)c([N+](=O)[O-])c(NCc3ccccc3)n2)c1 | -4 | 99 | 6 | -1.2 | 0 | -5 | -67 | -1.8 | -2
CN(C)S(=O)(=O)N1CCN(C(=O)N2CCCCCC2)CC1 | -2 | 96 | -2 | 0.8 | -13 | 13 | -5 | -3.0 | 3
COc1cc(C2N3CC4(C)CN2CC(C)(C3)C4)ccc1O (stereo not drawn) | 3 | 102 | -1 | -3.5 | 3 | 6 | 1 | -2.9 | -22
O=C(O)c1ccccc1C(=O)NCC(O)c1ccccc1 (stereo not drawn) | 0 | 102 | 3 | -2.2 | -1 | 15 | -1 | -1.9 | 34
CCC(=O)N/C=C/n1cnc2cc(C(F)(F)F)ccc21 | 2 | 110 | 6 | -2.7 | -5 | -4 | 1 | -3.4 | -3
COc1ccc(C(=O)NC(=S)N2CCOCC2)cc1[N+](=O)[O-] | -3 | 105 | 5 | -6.0 | -6 | 13 | 7 | 0.0 | 2
